Screening results from PubChem.
Glioma ERSR ind – inducers of ER stress response in human glioma cells | 420,000 tested, 0.02% active | U87-MG GRP78 promoter luciferase reporter, 16 h | Potency, µM, for inactives: top-dose activation, actives largely listed as activators; also: potency is read from the fitted curve at half-maximal effect; series mostly up to about 76 µM; % of control where 0% means no effect; nearly all actives have a fitted effect of over 35% in size
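Stably transfected U87-MG human glioma cells carrying a GRP78-based luminescent sensor were seeded at 1000 cells/well, pin-dosed with compounds and incubated 16 h. Luciferase reagent was then added, and end-point luminescence was read after 10 min at room temperature.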
PI4K2A inh – blocks human PI4K2A kinase activity; AID 1346378; purified PI4K2A, ADP-Glo luminescence, 1 h; hits give low values; Q9BTU6; activity change, negative = inhibition, % at 76.9 µM; 420,000 tested, 0.13% active; in the data active = activity change below about -50%; inconclusive = mostly about -30% to -49%;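 also: -100% = wells without enzyme as full effect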
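In this quantitative HTS, ADP production by PI4K2A was quantified luminescently after 1 h at ambient temperature; 100 microM adenosine served as plate-quality control.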
Vif-A3G inh – Vif-A3G binding inhibition; HeLa A3G-eYFP + Vif (tagged APOBEC3G with the HIV-1 protein that degrades it), YFP fluorescence, overnight; Potency, µM (titrated, usually from 46.1 µM), without a hit: at the highest dose activity, negative = active, most hits filed as inhibitors; 410,000 tested, 0.076% active;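 also: potency is read from the fitted curve at half-maximal effect; % is scaled to controls: 0 for no effect and ±100 for the full control effect; nearly all actives have a fitted effect of over 60% in size; hits raise eYFP signal because A3G escapes Vif-driven loss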
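Read-out is eYFP fluorescence (Ex 488/Em 500-530) from Vif-expressing HeLa A3G-eYFP cells; more signal means A3G escaped Vif-mediated degradation. Cells plated overnight, compound pinned in, incubated overnight at 37 deg C.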
USP1 inh – blocks the human USP1/UAF1 deubiquitinase complex. O94782. recombinant USP1/UAF1, Ub-Rhodamine cleavage fluorescence. Potency, µM (series often up to 57.1 µM), for the others: at the highest dose activity change, negative = inhibition, hits mostly inhibitors. 390,000 tested, 0.23% active; also: potency is read from the fitted curve at half-maximal effect; % is scaled to controls: 0 for no effect and ±100 for the full control effect; nearly all actives have a fitted effect of over 60% in size; inactives centre near -12
Target sequence (O94782 whole entry, looked up): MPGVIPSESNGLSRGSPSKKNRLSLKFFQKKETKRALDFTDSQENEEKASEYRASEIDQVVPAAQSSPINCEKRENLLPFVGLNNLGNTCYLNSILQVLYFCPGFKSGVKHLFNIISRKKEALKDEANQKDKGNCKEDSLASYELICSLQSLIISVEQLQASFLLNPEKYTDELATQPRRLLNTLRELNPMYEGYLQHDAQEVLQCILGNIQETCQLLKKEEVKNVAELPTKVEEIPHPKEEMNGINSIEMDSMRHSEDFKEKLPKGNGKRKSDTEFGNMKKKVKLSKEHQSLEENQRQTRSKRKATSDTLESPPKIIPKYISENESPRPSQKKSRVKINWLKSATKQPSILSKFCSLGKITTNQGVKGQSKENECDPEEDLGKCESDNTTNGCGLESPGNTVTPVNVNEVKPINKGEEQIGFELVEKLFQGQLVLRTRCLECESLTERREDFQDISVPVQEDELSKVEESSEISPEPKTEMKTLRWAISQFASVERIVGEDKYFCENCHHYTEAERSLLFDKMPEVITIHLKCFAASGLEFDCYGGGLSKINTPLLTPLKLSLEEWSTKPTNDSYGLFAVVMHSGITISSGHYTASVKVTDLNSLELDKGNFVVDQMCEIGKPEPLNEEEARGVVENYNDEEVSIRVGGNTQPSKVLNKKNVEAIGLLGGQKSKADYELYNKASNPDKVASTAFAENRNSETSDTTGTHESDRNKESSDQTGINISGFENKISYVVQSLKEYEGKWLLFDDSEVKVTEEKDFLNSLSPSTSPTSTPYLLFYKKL
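USP1/UAF1 complex (1 nM) preincubated 15 min at room temperature with compound, then Ub-Rho substrate (150 nM final) added. Kinetic fluorescence at 480/540 nm over 6 reads at 60 s intervals; 50 mM HEPES pH 7.8, 0.5 mM EDTA, 0.1 mg/ml BSA, 1 mM TCEP, 0.01% Tween-20.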
LDHA block – inhibitors of human lactate dehydrogenase A. purified LDHA, NADH/diaphorase-resazurin fluorescence; hits give low values. activity change, % (values are at about 110 or 230 µM). 480,000 tested, 0.15% active; in the data active = activity change below about -30%; inconclusive = mostly about -25% to -30%;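 also: plate controls were DMSO wells for no effect and wells without enzyme for full effect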
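Human LDH5 at 2 nM final in Tris HCl pH 7.4 with 0.06 mM NADH and 0.2 mM pyruvate, reacted 5 minutes at room temperature. Remaining NADH coupled via diaphorase/resazurin; resorufin fluorescence read at 0 and 20 minutes, normalized to enzyme-free and DMSO wells.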
RXFP1 agonist – RXFP1 (human) receptor agonism. Q9HBX9. HEK293T-RXFP1 cAMP TR-FRET, 30 min; response scale: percent of porcine relaxin response, buffer zero. Potency, µM (doses to about 57.5 µM), for inactives: at the top dose activation, hits mostly activators. 370,000 tested, 0.3% active; also: potency is read from the fitted curve at half-maximal effect; % is scaled to controls: 0 for no effect and ±100 for the full control effect; nearly all actives have a fitted effect of over 60% in size; many of its hits are not listed in these tables
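HEK293 cells stably expressing RXFP1, treated 30 min at 37C with compounds plus PDE4 inhibitor Ro 20174; cAMP measured by HTRF TR-FRET. Normalized to buffer and 29 nM porcine relaxin; EC50 by Hill fit.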
Vif-A3F inh – blocks the Vif interaction with APOBEC3F. HeLa A3F-eYFP + Vif (tagged APOBEC3F with the HIV-1 protein that degrades it), YFP fluorescence increase. Potency, µM (highest dose often 46.1 µM), inactives show at the top dose activity, negative = active. 390,000 tested, 0.2% active. AID 602313; also: potency is read from the fitted curve at half-maximal effect; % of control where 0% means no effect; nearly all actives have a fitted effect of over 65% in size
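HeLa cells stably expressing A3F-eYFP plus Vif, plated and incubated overnight at 37 deg C, then exposed to compounds overnight at 37 deg C. Blocked degradation read as raised yellow fluorescence (Ex 488/Em 500-530).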
TrxR1 substrate – rat thioredoxin reductase 1 substrate activity | Potency, µM (doses to about 114 µM), inactives show at the top dose activity change, negative = substrate turnover | AID 588456 | 390,000 tested, 0.01% active | O89049 | purified TrxR1 substrate turnover, NADPH consumption readout; also: potency is read from the fitted curve at half-maximal effect; % is scaled to controls: 0 for no effect and ±100 for the full control effect; nearly all actives have a fitted effect of over 50% in size
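Rat TrxR1, dispensed at 90 nM, was prereduced with 400 uM NADPH (final) for 5 min at ~22 deg C, then incubated with compound 15 min before 400 uM selenite. A first-read NADPH fluorescence drop versus no-compound background flagged substrates.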
IDH1 R132H inh – blocks human mutant IDH1 R132H enzyme. O75874. IDH1-R132H enzyme, NADPH consumption, diaphorase/resazurin fluorescence. Potency, µM (titrated, usually from 76.6 µM), inactives show top-dose activity change, negative = inhibition, actives largely listed as inhibitors. 390,000 tested, 0.093% active. AID 602179; also: potency is read from the fitted curve at half-maximal effect; % is scaled to controls: 0 for no effect and ±100 for the full control effect; nearly all actives have a fitted effect of over 65% in size
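IDH1-R132H (0.5 ug/mL) preincubated 30 min with compound, then NADPH (0.016 mM) and alpha-KG (2 mM) added; 80 min at RT, pH 7.5. Remaining NADPH coupled via diaphorase/resazurin to fluorescence (540/590 nm); concentration-response curves normalized to no-enzyme control.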
* marks the source's active call; other numbers are inactive results; ? = inconclusive; . = not tested or not shown; & = joins results of further samples; [ ] = remark or other dose. Unless noted, calls follow the shape of the dose curve; as a rule, active = well fitted curve in the direction sought with a large enough effect; inconclusive = small, poorly fitted or top-dose-only effect, or another doubt; inactive = no such curve, though single readings can be large; an effect the other way counts as inactive or inconclusive. These rows are one share of the data; count on the stated rates, not on these rows.

No.	mol	Glioma ERSR ind	PI4K2A inh	Vif-A3G inh	USP1 inh	LDHA block	RXFP1 agonist	Vif-A3F inh	TrxR1 substrate	IDH1 R132H inh
1	COc1ccc(-c2nc(CN3CCC(C(=O)NCc4ccc(F)cc4)CC3)c(C)o2)cc1OC	-2%	-2	-4%	-4%	-13	-3.1%	3%	-4%	-10%
2	O=C(COC(=O)c1cccc2c1C(=O)c1ccccc1C2=O)NC1CCCCC1	-2%	4	1%	-22%	19	2.7%	0%	0%[57.1 µM]	-8%
3	CCCCNC(=O)C1CC(c2ccccc2[N+](=O)[O-])=NO1 (centres undefined)	-1%	2	-2%	-23%	0	0.0%	-1%	-4%	-14%
4	O=C(CNC(=O)c1ccco1)N=Nc1c(O)[nH]c2ccc([N+](=O)[O-])cc12	-4%	-3	1%	-9%	9	1.8%	-3%	-14%	15%
5	N#CCSc1nnc(COc2cccc3ccccc23)n1-c1cccc(Cl)c1	-6%	1	2%	-14%	1	1.5%	4%	4%[57.1 µM]	7%
6	COc1cc(/C=C(\C#N)C(N)=O)ccc1OCc1c(C)no[n+]1[O-]	-1%	2	1%	-25%	-1	1.0%	-12%	-5%	-2%
7	Cc1ccc(-c2csc3ncnc(Oc4ccc5c(C)cc(=O)oc5c4)c23)cc1	-2%	8	-1%	-7%	-8	0.9%	0%	14%	4%
8	COC(=O)C1=CN(Cc2cccs2)C=C(C(=O)OC)C1c1cccc(O)c1	-2%	0	-6%	-14%	-19&-4	3.0%	1%	126%[activator][57.1 µM]	0%
9	CCOC(=O)Cc1nc(-c2cccc(C(F)(F)F)c2)no1	-2%	1	0%	-22%	0	-0.3%	-9%	-7%	0%
10	Cc1cc(C)cc(N(CC(=O)NC2CCCC2)C(=O)CCC(=O)Nc2nccs2)c1	-2%	0	-3%	-21%	-10	-1.5%	?	10%	5%
11	Cc1ccc(SC(C)C(=O)O/N=C(\N)c2ccncc2)cc1 (centres undefined)	-3%	-3	7%	-10%	-20	-0.5%	2%	-10%	-2%
12	Cc1ncc(CO)c2c1Oc1nc(-c3ccccc3)nc(SCC(=O)N3CCCCC3)c1C2	-8%&-3%	4&6	-23%&1%	?	-4&2	0.0%&1.0%	2%&2%	4%&-5%	-21%&-4%
13	CC1Sc2ccc(S(=O)(=O)CCC(=O)NC3CCCCC3C)cc2NC1=O (centres undefined)	-6%	-4	-4%	-9%	-9	2.6%	-9%	-3%	-10%
14	COc1ccc(CN(Cc2ccc(OC)cc2)C(=O)c2cccs2)cc1	11%	2	-7%	-12%	-2	2.5%	-1%	3%[57.1 µM]	7%
15	CN(c1ccc(C(=O)N2CCCCCC2)cc1)S(=O)(=O)c1ccc(Cl)cc1	-7%	0	-1%	-15%	-3	-1.0%	7%	-9%	2%
16	CCOc1ccc(Nc2oc(/C=C/c3ccc(F)cc3)nc2C#N)cc1	-2%	7	4%	-17%	-2	1.2%	10%	-4%	0%
17	Cc1cc(C(O)c2ncc(-c3ccc(Oc4ccccc4)cc3)[nH]2)ccc1F (centres undefined)	1%	-2	-1%	.	-11	.	.	.	.
18	Cn1cccc1C(=O)OCC(=O)Nc1cccc(S(=O)(=O)N2CCOCC2)c1	-4%	-1	0%	-9%	-5	2.8%	4%	-5%	0%
19	CCCCC(=O)Nc1ccc(C(=O)Nc2ccc(OC)cc2[N+](=O)[O-])cc1	-8%	-1	-20%	?	-8	2.3%	?	-1%	1%
20	CCCN(CCC)S(=O)(=O)c1ccc(C(=O)Nc2c(C)n(C)n(-c3ccccc3)c2=O)cc1	-4%	5	7%	-17%	1&3	-2.2%	-4%	-12%[57.1 µM]	3%
21	CN(CC(=O)Nc1ccccc1Cl)C(=O)COC(=O)CSc1ccc(F)cc1	1%	1	2%	-12%	-3	1.1%	-17%	-8%	5%
22	CC(=O)Oc1ccc(-n2c(=O)c3ccccc3c3ccccc3c2=O)cc1	-2%	0	0%	-5%	-3	4.5%	0%	2%	-3%
23	C=CCn1c(SCC#N)nc2ccc(Cl)cc2c1=O	-1%	.	0%	.	-8	.	.	-7%	.
24	CN(C)c1ccc(NC(=O)c2cccc(N3C(=O)C4C5C=CC(C5)C4C3=O)c2)cc1 (centres undefined)	-3%	5	1%	-4%	-3	6.4%	-9%	3%	-1%
25	CN1CCN(C(=O)CSc2nc(-c3ccncc3)ccc2C#N)CC1	-2%	-5	-5%	-18%	-2	2.5%	-1%	1%	2%
26	O=C(Cn1c(C(F)(F)F)nc2ccccc21)c1ccc(F)cc1	-6%	-2	-2%	-20%	-2	0.6%	-10%	4%	6%
27	Cc1ccc(S(=O)(=O)NCCC(=O)O)cc1	2%	13	4%	-6%	-2	-2.8%	?	-3%	-4%
28	COC(CN(C)C(=O)c1cn(C)c2ccc(S(=O)(=O)N(C)C3CCCCC3)cc2c1=O)OC	-4%	-2	-1%	-9%	0	4.8%	-3%	-2%	3%
29	COc1cc(CN(C2CC2)S(=O)(=O)c2ccccc2Br)cc(OC)c1	-1%	3	1%	?	-8	.	2%	-5%	7%
30	CCc1cc2c(NCC3CCCO3)nc(C)nc2s1 (centres undefined)	-2%	-10	2%	-14%	1	-1.2%	7%	7%	3%
31	COc1cc(C)c(C(=O)Oc2cc(C)c(C(=O)O)c(O)c2)c(O)c1	8%	-6	-6%	4%	5	-3.0%	9%	-2%	-5%
32	COc1nc(NC(=O)c2ccc(F)cc2)nc(OC)c1-c1ccccc1	-4%	0	-7%	-15%	-5	1.1%	2%	-10%	-2%
33	Cn1c(CNC(=O)c2ccco2)nnc1SCC(=O)Nc1cccc(F)c1	-1%	-2	0%	-18%	-3	-0.7%	10%	2%	-1%
34	Cc1ccc(NC(=O)c2ccccc2NS(=O)(=O)c2ccc(Cl)s2)cc1S(=O)(=O)N1CCOCC1	-4%	3	-2%	-20%	-3	0.1%	-5%	-6%	-13%
35	COc1cc(OC)c(OC)cc1CN1CCN(C(=O)c2cccc3ccccc23)CC1	-5%	-6	4%	-8%	-16	-0.9%	3%	3%	13%
36	CC(OC(=O)C1CCCCC1)C(=O)Nc1ccc(S(N)(=O)=O)cc1 (centres undefined)	-3%	-4	0%	-11%	2	-5.8%	11%	6%	22%
37	Cc1ccc(/C=C/C(=O)NCCc2cccc(Cl)c2)o1	3%	4	-7%	-13%	-3	-2.7%	3%	9%[2.29 µM]	4%
38	NC(=O)CSc1nnc(Cc2ccc3c(c2)OCO3)o1	4%	2	0%	-19%	-2	-0.2%	-2%	5%	6%
39	CCOC(=O)C1(Cc2ccc(OC)cc2)CCN(C(=O)CCN2CCCC2=O)CC1	0%	5	0%	3%	-7	-2.0%	2%	2%	0%
40	CCCS(=O)(=O)c1nc(S(=O)(=O)c2ccc(C)cc2)c(N2CCN(CCO)CC2)s1	-2%	3	0%	-11%	0	?	-1%	2%	-8%
41	CCN(CC)C(=O)Cn1cc(C(=O)C(=O)N2CCc3ccccc32)c2ccccc21	-2%	4	0%	?	-2	-0.1%	-9%	-1%[57.1 µM]	6%
42	Cc1ccc(OC(=O)CSc2nnc(-c3cccs3)o2)c(C)c1	-1%	3	0%	?	-10	-1.5%	0%	2%	-24%
43	O=C(O)C1C2C=CC(O2)C1C(=O)Nc1ccc(S(=O)(=O)N2CCc3ccccc32)cc1 (centres undefined)	-1%	2	-1%	-12%	-7	0.0%	-6%	6%	3%
44	C=CCOc1ccc(C2NC(=O)c3ccccc3O2)cc1OCC (centres undefined)	-4%	4	-1%	-19%	7	0.6%	2%	12%[57.1 µM]	4%
45	CCOC(=O)c1c(NC(=O)c2nn(CC)cc2Br)c(C#N)cn1-c1ccccc1	2%	0	-2%	15%	-4	0.4%	3%	9%	0%
46	CC(C)C[C@H](NC(=O)c1nc[nH]c1C(=O)NC(c1ccccc1)c1ccccc1)C(=O)OC(C)(C)C	-3%	-7	-14%	-15%	3	0.8%	-4%	-2%[57.1 µM]	-2%
47	CCc1ccc(Oc2nnnn2-c2ccc(C(N)=O)cc2)cc1	-6%	-8	-3%	-1%	-6	-1.1%	1%	5%	7%
48	Cc1cc(C(=O)COc2ccc3ccc(=O)oc3c2)c(C)n1Cc1cccs1	-5%	4	1%	-5%	-4	0.0%	6%	32%[activator]	6%
49	CN(C)/C=C1\SC(=S)N(c2ccc(F)cc2)C1=O	4%	2	-5%	-11%	-2	0.4%	1%	2%	-17%
50	O=C(c1cc(-c2ccco2)on1)N1CCN(C(c2ccccc2)c2ccccc2)CC1	1%	5	1%	-26%	5	-0.6%	-10%	5%	5%
51	Cc1ccc(CNC(=O)c2ccc(N3CCC4(CC3)CC(c3cccc(Br)c3)=NO4)c([N+](=O)[O-])c2)cc1	-1%	0	0%	14%	-20	-0.2%	1%	9%[57.1 µM]	-12%
52	Cc1ccc(/C=N/N2CCN(c3ccc(Cl)cc3)CC2)o1	0%	10	1%	-20%	-3	0.9%	1%	7%[57.1 µM]	1%
53	CCOCCCNC(=O)C(=O)Nc1c2c(nn1-c1ccccc1)CSC2	-1%	-3	3%	-23%	-2	-0.5%	0%	0%[57.1 µM]	-19%
